CXCR6 inh – CXCR6 receptor inhibitors, primary screen, cell-based, beta-arrestin, luminescence, CHO-K1 PathHunter, 1536-well. inhibition, % at 20 µM. AID 602244, 2012. hit rate 0.36% among 360,000. C-X-C chemokine receptor type 6 (Homo sapiens), O00574; in the data active = inhibition above about 34%, passing the limit was not always enough;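 note: antagonist mode with CXCL16 agonist at 10 nM final; 0% = 10 nM CXCL16 with DMSO and 100% = unstimulated wells without agonist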
Target sequence (O00574 whole entry, looked up): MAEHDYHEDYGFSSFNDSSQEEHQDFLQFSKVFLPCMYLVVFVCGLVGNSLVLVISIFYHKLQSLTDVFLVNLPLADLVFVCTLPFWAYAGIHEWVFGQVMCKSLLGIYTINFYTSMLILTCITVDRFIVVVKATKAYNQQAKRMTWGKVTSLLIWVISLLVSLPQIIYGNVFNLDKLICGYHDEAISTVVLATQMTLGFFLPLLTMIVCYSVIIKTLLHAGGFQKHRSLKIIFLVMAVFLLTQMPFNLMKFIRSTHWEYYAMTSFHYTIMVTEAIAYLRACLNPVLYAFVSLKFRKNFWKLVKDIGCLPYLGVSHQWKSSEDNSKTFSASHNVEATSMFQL
* hit, by the source's call. These rows are one share of the data (hit frequency here may not be typical).

SMILES	CXCR6 inh
c1ccc(COc2ncnc3c2ncn3CCCNCc2ccccn2)cc1	4
O=C(Cc1c[nH]c2ccccc12)N1CCN(S(=O)(=O)c2ccc(F)cc2)CC1	-5
COc1ccc(NC(=O)C2Cc3c(-c4ccc(Cl)cc4)ccnc3O2)cn1 (stereo unspecified)	2
O=C(Cn1cc(COc2ccc(Br)cc2)nn1)c1ccc(O)cc1	0
O=C(NCc1ccccc1)c1cccc(NC(=O)C2CC2)c1	-2
Oc1ccccc1/C=N/Nc1ccnc(SCc2ccccc2)n1	7
COc1ccc(-c2nnc(SCC(=O)Nc3sc4c(c3C#N)CCC4)n2CC2CCCO2)cc1 (stereo unspecified)	-5
CC(C)c1c(C(=O)Nc2ccccc2)c(-c2ccccc2)c(-c2ccc(F)cc2)n1CC[C@@H](O)C[C@@H](O)CC(=O)O	13
Oc1ccccc1/C=N/NC(=S)NCCc1ccccc1	-11
COc1ccc(-c2cc3nc(NCCOc4ccccc4)ccn3n2)cc1	-18
CN(Cc1ccccc1)C(=O)c1ccc2nc([C@@H]3O[C@H](CO)[C@H](O)[C@H](O)[C@H]3O)[nH]c2c1	0
COc1ccc(-c2ccc(CN3C(C(C)C)C(=O)N(Cc4cn(CCC5OCCCO5)nn4)CCS3(=O)=O)cc2)cc1OC (stereo unspecified)	4
Cc1c(NC(=O)COC(=O)c2ccccc2O)c(=O)n(-c2ccccc2)n1C	2
CCN(C(=O)C=Cc1ccco1)c1ccccc1	2
CN(CC(=O)NCC1CCCO1)S(=O)(=O)c1ccc2ccccc2c1 (stereo unspecified)	-4

Ordered by value in CXCR6 inh (smallest number first): six of the compounds above.
SMILES	CXCR6 inh
COc1ccc(-c2cc3nc(NCCOc4ccccc4)ccn3n2)cc1	-18
O=C(Cc1c[nH]c2ccccc12)N1CCN(S(=O)(=O)c2ccc(F)cc2)CC1	-5
CN(CC(=O)NCC1CCCO1)S(=O)(=O)c1ccc2ccccc2c1 (stereo unspecified)	-4
O=C(NCc1ccccc1)c1cccc(NC(=O)C2CC2)c1	-2
O=C(Cn1cc(COc2ccc(Br)cc2)nn1)c1ccc(O)cc1	0
CC(C)c1c(C(=O)Nc2ccccc2)c(-c2ccccc2)c(-c2ccc(F)cc2)n1CC[C@@H](O)C[C@@H](O)CC(=O)O	13

Next section:
SMILES	CXCR6 inh
CCNC(=O)C1(C)CCCN(CCOc2ccc(OC)cc2)C1 (stereo unspecified)	-2
Cn1cnc(S(=O)(=O)N2CCCCC2c2cc(C(=O)Nc3ccc(F)c(Cl)c3)no2)c1 (stereo unspecified)	6
COC[C@@H]1CCCN1c1ccc2c(c1)O[C@@H](COCc1ccccc1)CN([C@H](C)c1ccccc1)S2(=O)=O	3
NC(=O)C1(Nc2ccc([N+](=O)[O-])cc2)CCCC1	2
CN(Cc1cnn(-c2ccccc2)c1)C(=O)c1cccc(S(=O)(=O)Nc2ccccc2F)c1	3
Cc1ccc(CN2C(=O)C(Cc3ccccc3)Nc3ncnc(N4CCOCC4)c32)cc1 (stereo unspecified)	33
Cc1ccccc1-c1cnc(C(O)c2c(C)cccc2C)[nH]1 (stereo unspecified)	4
COc1ccc(-c2cc(NC=O)c3ncc(-c4cc(OC)c(OC)c(OC)c4)n3c2)c(OC)c1	0
COC(=O)[C@]12CCCCC=C1N(Cc1ccco1)C(=O)[C@H](CC(=O)NCCC(C)C)C2	-5
O=C(Nc1ccc(C(=O)N2CCCC2)cc1)C1CCC1	-2
Cn1c(=O)c2c(nc(SCC(=O)N3c4ccccc4CCc4ccccc43)n2C)n(C)c1=O	2
C/C(=N\O)C1CC(CC(=O)O)C1(C)C (stereo unspecified)	0
c1ccc(NCCc2ccccn2)cc1	-8
CCOC1=C2CN(S(=O)(=O)c3ccc(C)cc3)[C@H](c3ccccc3)C[C@H]2n2c(=O)n(-c3ccccc3)c(=O)n2C1	-2
COc1ccc(CNC(=O)Cn2cc(C)c(=O)[nH]c2=O)cc1	-4

Continuation.
SMILES	CXCR6 inh
C[C@@H]1CN([C@H](C)CO)C(=O)CCCn2cc(nn2)CO[C@H]1CN(C)S(=O)(=O)c1ccc(-c2ccccc2)cc1	-5
O=C1OCC/C1=C1/NCCNC1=O	1
CC(=O)Nc1cccc(-c2ccnc3c2CC(C)(C(=O)Nc2cccc(C(F)(F)F)c2)O3)c1 (stereo unspecified)	2
O=C(Nc1cccc(Cc2ccccc2)c1)Nc1ccc2nc([C@@H]3O[C@H](CO)[C@@H](O)[C@H](O)[C@H]3O)[nH]c2c1	-1
Cc1cc2nc(-c3ccccc3)c(CC(C)(C)C)n2c(C)c1Br	-10
O=C(CCN1C(=O)c2ccccc2C1=O)c1ccccc1	-7
CCc1nc2ccc(C(=O)N3CCN(C(=O)c4ccco4)CC3)cn2c1N(CC)Cc1cccc(Br)c1	5
CCCCCCn1cc(CN2CC(N(C)CC)CS2(=O)=O)nn1 (stereo unspecified)	-2
O=C1c2ccccc2C(=O)N1C1C(=O)N2CCSC12C(=O)OCc1ccccc1 (stereo unspecified)	12
Cc1c(Cl)cc(C(C)C)c(O)c1CN1CCOCC1	-2
CC(=C/C(=O)O)/C=C/c1ccc([N+](=O)[O-])cc1	6
COc1ccc(NC(=O)C[C@H]2C(=O)N(CCc3ccccc3)C[C@@H]2Cc2ccccc2)cc1	2
Cc1ccc(S(=O)(=O)N2CCOCC2)cc1NC(=O)COC(=O)c1ccc(Br)o1	-4
CCCCNC(=O)C1c2ccccc2OCC(=O)N1Cc1ccco1 (stereo unspecified)	-6
CCN(C(=O)CSc1nnc(C)n1-c1ccc(C)cc1)c1c(N)n(Cc2ccccc2)c(=O)[nH]c1=O	4

Continuation:
SMILES	CXCR6 inh
O=C1NC[C@@H](CCCCN2C[C@H](Cc3ccc(O)cc3)N(CC3CCCCC3)C(=O)C2=O)N(Cc2ccccc2)C1=O	-4
O=C(/C=C/[C@H]1O[C@@H](n2ccc(=O)[nH]c2=O)[C@H](O)[C@@H]1O)NCc1ccccc1	0
Cc1cc([N+](=O)[O-])c(=O)[nH]c1C	3
O=C(NCc1ccncc1)[C@@H]1CCCN1C(=O)[C@H]1CCCN1C(=O)c1cccc(Cl)c1	-12
O=C([C@H]1O[C@@H](n2ccc(=O)[nH]c2=O)[C@H](O)[C@@H]1O)N1CCN(c2ccc(Cl)cn2)CC1	2
O=C1ON=C(c2ccccc2)/C1=C/c1ccc(OS(=O)(=O)c2ccccc2)cc1	6
O=S(=O)(c1ccc(S(=O)(=O)N(Cc2ccc(F)cc2)C2CCCC2)cc1)N1CCCC1	7
COc1cc2c3c(c1OC)-c1cc4c(cc1CC3(C#N)N(C(=O)c1ccccc1)CC2)OCO4 (stereo unspecified)	4
COCCNC(=O)C1CCCN(Cc2ccccc2-c2ccccc2)CC1 (stereo unspecified)	-2
CC1(c2nc3ccccc3[nH]2)CCC(=O)N1Cc1ccccn1 (stereo unspecified)	0
C[C@@H]1CCCCO[C@@H](CN(C)S(=O)(=O)c2cn(C)cn2)[C@@H](C)CN([C@H](C)CO)C(=O)c2cc(NC(=O)Nc3ccc(C(F)(F)F)cc3)ccc2O1	0
CCC(c1nnnn1-c1ccc2c(c1)OCCO2)N1CCN(c2ncccn2)CC1 (stereo unspecified)	8
O=C(CNC(=O)OCc1ccccc1)NCC(=O)Oc1ccc([N+](=O)[O-])cc1	3
COc1ccc(CNC(=O)c2ccc(CS(=O)(=O)c3ccc(OC)cc3)o2)cc1	-3
O=C(Nc1ccc(N2CCOCC2)c(Cl)c1)c1ccc([N+](=O)[O-])o1	-3

Additional compounds follow:
SMILES	CXCR6 inh
O=C(CNc1ccc(Cl)c(C(F)(F)F)c1)N1CCN(S(=O)(=O)c2ccccc2)CC1	-3
C[C@H](c1ccccc1)N1C[C@H](COCc2ccccc2)Oc2cc(N3CC[C@H](O)C3)ccc2S1(=O)=O	10
C[C@@H]1CN([C@H](C)CO)C(=O)c2c(c3ccccc3n2C)-c2ccccc2CO[C@@H]1CN(C)C(=O)Nc1ccc2c(c1)OCO2	0
CCCc1nc2ccc(C(=O)OC)cn2c1Cc1ccccc1C(F)(F)F	9
COc1ccc(CCNC(=O)Nc2nnc([C@H]3C[C@H](O)[C@@H](CO)O3)s2)cc1OC	0
CC(=O)c1cccc(-c2cnc3c(NC=O)cc(-c4ccc(N5CCN(C)CC5)cc4)cn23)c1	-3
Cc1ccccc1-c1cc2nc(NCCN3CCNC3=O)n(C)c(=O)c2s1	-2
CC1(C(=O)NS(=O)(=O)c2ccc(Cl)s2)CCN1C(=O)C1(c2ccccc2)CCCC1 (stereo unspecified)	3
ON=C(CCc1ccccc1)CCc1ccccc1	0
CCCC(=O)OCC1CN(Cc2ccco2)S(=O)(=O)c2c(F)cccc2O1 (stereo unspecified)	3
Oc1ccccc1C1SC(c2ccccc2O)SC(c2ccccc2O)S1 (stereo unspecified)	12
Cc1cc(F)ccc1-c1cc(C(=O)NCc2ccco2)[nH]n1	-1
COc1ccc(-c2ccc(OC)c(OC)c2OC)c(OC)c1OC	-3
CCn1c(SCC(=O)N2CCN(c3ccc(F)cc3)CC2)nnc1-c1ccncc1	-6
CCOc1ccc(CN(C)C(=O)c2cccc(S(=O)(=O)Nc3ccccc3OC)c2)cc1OC	1

Additional entries:
SMILES	CXCR6 inh
C=CCc1cc(CN2CC(C)OC(C)C2)c(O)c(OC)c1 (stereo unspecified)	7
c1ccc(CNc2nc(NCc3ccccc3)c3sccc3n2)cc1	2
O=C(Nc1cccc(C(=O)N2CCCCC2)c1)C1CCCC1	-8
O=S(=O)(CCN1CCCC1)NCCNS(=O)(=O)c1ccc(F)cc1Br	5
Cn1cccc1C(=O)OCC(=O)N1CCc2ccccc2C1	-3
CCc1nc2ccc(C(=O)Nc3cccc(NS(C)(=O)=O)c3)cn2c1N(C)C(=O)c1cccc(OC)c1	-4
O=C1NCCN1c1ccccc1	2
CCOC(=O)C1(C)CCCN1C(=O)c1cccs1 (stereo unspecified)	-1
C[C@@H]1CN([C@H](C)CO)C(=O)CCCn2nncc2CO[C@@H]1CN(C)C(=O)Nc1ccc2c(c1)OCO2	3
Cc1cc(=O)oc2cc(OCc3ccc(C(=O)N4CCN(c5ccc([N+](=O)[O-])cc5)CC4)cc3)ccc12	-1
COc1ccc2[nH]c3c(C)c4cc[n+](C)cc4c(C)c3c2c1	5
COc1ccc(-c2sc3ccccc3c2-c2ccc(OC)cc2F)cc1	3
Cc1cc2nc(-c3ccccc3)c(Cc3cccc(F)c3)n2c(C)c1Br	8
O=C(Nc1ccccc1)c1ccccc1Br	4
COc1ccc(OC)c(CN2CCN(C(=O)c3ccc(S(=O)(=O)N4CCCCCC4)cc3)CC2)c1	6

Further results.
SMILES	CXCR6 inh
Cc1cc(N2CCN(C(=O)c3ccco3)CC2)n2nc(C)c(-c3ccccc3)c2n1	3
CCOC(=O)C1(CCOc2ccccc2)CCN(Cc2cccc(OC)c2)CC1	6
CN(C)c1ccc(CNC(=O)CC[C@H]2O[C@@H](n3cnc4c(NC(=O)c5ccccc5)ncnc43)[C@H](O)[C@@H]2O)cc1	-10
CC1(C(=O)NS(=O)(=O)c2cccs2)CCN1C(=O)Cc1ccc(Cl)cc1Cl (stereo unspecified)	-8
O=c1c2ccccc2nnn1-c1ccccc1[N+](=O)[O-]	-6
COc1ccc(C(=O)OCC(=O)c2ccco2)cc1[N+](=O)[O-]	-4
CC(C)NC(=O)C1CCN(Cc2cccc(OCc3ccccc3)c2)CC1	5
CCOC(=O)c1ccc(-c2ccc3ncnc(N(C)Cc4sccc4C)c3c2)o1	8
CC(=O)c1cccc(-c2ccc3c(c2)C(C)(Cc2ccccc2C#N)C(=O)N3)c1 (stereo unspecified)	0
COCCNc1nc(NCCCN2CCCC2=O)c2sc(-c3ccccc3)cc2n1	3
COc1ccc(N/C(N)=N/c2nc(C)cc(C)n2)cc1	-7
C[C@@H]1Cn2cnc(C(=O)Nc3ccc(CNC(=O)OC(C)(C)C)cc3)c2C(=O)N1	-11
Cc1cc(N2CCN(C(=O)c3ccoc3)CC2)n2nc(-c3ccccc3)cc2n1	2
COc1cc(/C=C2\COC/C(=C\c3cc(OC)c(OC)c(OC)c3)C2=O)cc(OC)c1OC	39*
C[C@@H]1CN([C@@H](C)CO)C(=O)CCCn2nncc2CO[C@@H]1CN(C)S(=O)(=O)c1ccc(C#N)cc1	1

The list continues:
SMILES	CXCR6 inh
Cc1ccc(OCC(=O)Nc2ccc(S(=O)(=O)NC3=NCCCCC3)cc2)cc1	-2
CCc1nc2c(OCc3ccc(OC)cc3)cccn2c1N(C)C(=O)c1ccncc1	2
Cn1c(=O)c2[nH]c(SCCN3CCCCC3)nc2n(C)c1=S	-2
O=S1(=O)N[C@H](Cc2ccccc2)COc2cc(N3CCC[C@@H]3CO)ccc21	-7
CN(CCc1ccccc1)C(=O)c1ccc(NC(=O)Cc2ccc(NC(=O)C3CCCN(C(=O)C4CC4)C3)cc2)cc1 (stereo unspecified)	-6
CS(=O)(=O)Nc1ccc(-c2cncc3nccn23)cc1	-6
C[C@@H]1CN([C@H](C)CO)C(=O)c2cc(Br)cnc2O[C@@H]1CN(C)C(=O)CC1CC1	-1
O=C(O)C1(Nc2ccccc2Cl)CCCC1	-4
COc1cc(N2CCC(O)CC2)ccc1Nc1nnc(Cl)c(Nc2ccccc2S(C)(=O)=O)n1	-4
CCN(CC(=O)Nc1ccc(NC(C)=O)cc1)C(=O)c1ccc(N(C)S(=O)(=O)c2ccc(C)cc2)cc1	-2
Cc1cc2nc(NC(=O)C3(C)CCCN(C(C)C)C3)[nH]c2cc1C (stereo unspecified)	6
Cc1ncc(C)c2c([N+](=O)[O-])cccc12	-2
Cc1ccc(Cn2cc(CN3CC(N4CCN(CCO)CC4)CS3(=O)=O)nn2)cc1 (stereo unspecified)	-4
